ALOX12 inh: ALOX12 (human) lipoxygenase inhibition; P18054; purified 12hLO, xylenol orange hydroperoxide absorbance; Potency, µM (series often up to 108 µM), for the others: at the highest dose activity change, negative = inhibition, most hits filed as inhibitors; actives 1.1% (n = 580,000); AID 1671190; further: on the % scale 0 is the no-effect control and ±100 the full control effect
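Purified human 12hLO at 150 nM in 25 mM Hepes, 0.01% Triton X-100, pH 7.0, preincubated 15 min at room temperature with compound. Reaction started with 40 uM arachidonic acid, 30 min at room temperature. Hydroperoxide measured by Fe-xylenol orange, 573/405 nm absorbance ratio.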
Pin1 inhibitor: inhibitors of human Pin1; Q13526; Pin1 FP peptide displacement, HiFluor488, 10 min; Potency, µM (titrated, usually from 115 µM), inactives show at the highest dose activity, negative = inhibition, most hits filed as inhibitors; actives 0.009% (n = 390,000); AID 504891; active means well fitted inhibition curve with a large enough effect in the polarisation, with a control signal flat, not every such curve was filed as active; inconclusive means small, poorly fitted or top-dose-only effect, or effect the other way, or a change in a side signal; inactive means no such curve, though single readings can be large or run the other way; the % refers to the polarisation; further: on the % scale 0 is the no-effect control and ±100 the full control effect
Target sequence (Q13526 whole entry, looked up): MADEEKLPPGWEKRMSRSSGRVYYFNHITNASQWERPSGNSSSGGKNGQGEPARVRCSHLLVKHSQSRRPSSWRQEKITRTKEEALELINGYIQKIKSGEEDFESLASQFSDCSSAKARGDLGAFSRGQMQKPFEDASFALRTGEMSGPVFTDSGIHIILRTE
GLS inh: blocks human kidney-isoform glutaminase activity; Potency, µM (highest dose often 45.5 µM), for inactives: at the top dose activity change, negative = inhibition, most hits filed as inhibitors; actives 0.21% (n = 410,000); GLS enzymatic activity, qHTS titration; O94925; further: on the % scale 0 is the no-effect control and ±100 the full control effect
Target sequence (O94925 whole entry, looked up, canonical isoform): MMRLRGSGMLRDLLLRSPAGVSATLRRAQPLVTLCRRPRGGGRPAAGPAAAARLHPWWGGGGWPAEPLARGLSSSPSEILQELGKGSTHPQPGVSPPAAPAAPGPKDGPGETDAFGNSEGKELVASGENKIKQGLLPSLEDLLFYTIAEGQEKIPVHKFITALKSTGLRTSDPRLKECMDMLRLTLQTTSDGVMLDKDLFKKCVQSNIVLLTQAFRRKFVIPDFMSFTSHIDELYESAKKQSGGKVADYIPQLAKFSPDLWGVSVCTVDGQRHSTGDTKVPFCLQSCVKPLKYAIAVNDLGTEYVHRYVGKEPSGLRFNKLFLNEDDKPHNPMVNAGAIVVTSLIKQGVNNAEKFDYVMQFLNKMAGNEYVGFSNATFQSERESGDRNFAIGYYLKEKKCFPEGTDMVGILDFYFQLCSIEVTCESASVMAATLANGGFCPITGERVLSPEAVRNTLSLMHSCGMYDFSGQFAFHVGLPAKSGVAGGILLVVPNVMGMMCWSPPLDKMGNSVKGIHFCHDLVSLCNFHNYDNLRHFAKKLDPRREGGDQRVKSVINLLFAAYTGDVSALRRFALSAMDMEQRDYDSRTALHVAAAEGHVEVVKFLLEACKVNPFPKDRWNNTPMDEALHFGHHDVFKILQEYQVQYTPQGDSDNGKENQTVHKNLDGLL
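Enzyme dispensed in phosphate buffer (45 mM, pH 8.2, 0.02% Tween-20), compounds pinned in, then 1 mM L-glutamine solution and the glutamate oxidase–HRP–Amplex Red mix added; fluorescence read immediately and again after 30 min at room temperature.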
PGK inhibitor: T. brucei PGK inhibition | P07378 | PGK/GAPDH coupled, Kinase-Glo luminescence, 60 min | Potency, µM (highest dose often 57.5 µM), for inactives: top-dose activity change, negative = inhibition, usual class: inhibitors | actives 0.043% (n = 380,000) | AID 602233; further: on the % scale 0 is the no-effect control and ±100 the full control effect; nearly all actives have a fitted effect of over 60% in size
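Luminescent ATP detection (Kinase-Glo Plus) follows a 60-minute room-temperature incubation, with wells lacking PGK as controls. Buffer: 100 mM TEA (pH 7.6), 5 mM MgCl2, 0.01% Tween-20. Coupling enzyme GAPDH (100 nM final) supplies unstable 1,3-BPG in-well.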
JMJD2A Tudor: inhibitors of human JMJD2A Tudor domain; O75164; Potency, µM (highest dose often 114 µM), for inactives: top-dose activity change, negative = inhibition, actives largely listed as inhibitors; actives 4.4% (n = 390,000); AlphaScreen JMJD2A-Tudor / H3K4me3 peptide binding; AID 504339; further: on the % scale 0 is the no-effect control and ±100 the full control effect; nearly all actives have a fitted effect of over 50% in size
ERG Ets-DNA blk: inhibitors of human ERG Ets domain-DNA interaction | AID 624246 | P11308 | Potency, µM (highest dose often 76.9 µM), for inactives: at the top dose FP activity, negative = inhibition, usual class: inhibitors | fluorescence polarization, His-ERG Ets domain / labelled DNA | actives 0.028% (n = 370,000); active means well fitted inhibition curve with a large enough effect in the polarisation, with a control signal flat; inconclusive means small, poorly fitted or top-dose-only effect, or effect the other way, or a change in a side signal; inactive means no such curve, though single readings can be large or run the other way; the % refers to the polarisation;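 further: polarization taken with two DNA probes labelled with fluorescein and Texas red; % of control where 0% means no effect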
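His-tagged ERG Ets domain (1 uM in the protein solution; 300mM KCl, 50mM Tris-HCl, 1mM EDTA, 1mM DTT, pH 7.5) received compound, then a probe mix of 5 nM fluorescein-DNA and 100nM Texas-615-DNA. Fluorescence polarization was read for both dyes.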
TrxR1 inh: blocks rat thioredoxin reductase 1. O89049. recombinant rTrxR1, NADPH fluorescence consumption, selenite substrate. Potency, µM (series often up to 114 µM), without a hit: at the highest dose activity change, negative = inhibition, usual class: inhibitors. actives 1% (n = 390,000); further: on the % scale 0 is the no-effect control and ±100 the full control effect; nearly all actives have a fitted effect of over 65% in size
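Rat TrxR1 (90 nM in the dispensed reagent) was pre-reduced with 400 uM NADPH for 5 min at room temperature, then incubated with compound for 15 min. After 400 uM selenite was added, NADPH fluorescence (Ex 340/Em 450 nm) was followed for 8 min.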
HP1b binding inh: blocks HP1-beta chromodomain binding to methylated histone tails. P83916. Potency, µM (doses to about 114 µM), inactives show top-dose activity change, negative = inhibition, most hits filed as inhibitors. AlphaScreen HP1-beta / biotin-H3K9me3 peptide binding. actives 0.56% (n = 390,000); further: nearly all actives have a fitted effect of over 70% in size; inactives centre near 23
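AlphaScreen: HP1-beta (50 nM) preformed 30 min with biotin-H3(1-18)K9me3 peptide (50 nM) in PBS pH 7.4, 0.01% Tween-20. Compound added for 30 min at RT, then streptavidin donor/nickel chelate acceptor beads (10 ug/mL) for 30 min.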
RGS4 inhibitor: blocks human RGS4-accelerated GTP hydrolysis | AID 504845 | P49798 | Transcreener GDP fluorescence polarization, RGS4-accelerated GTP hydrolysis | actives 0.039% (n = 390,000) | Potency, µM (top dose mostly 114 µM), for inactives: top-dose activity change, negative = inhibition, most hits filed as inhibitors; further: on the % scale 0 is the no-effect control and ±100 the full control effect; nearly all actives have a fitted effect of over 75% in size; some results filed as inactive show a strong effect at the top dose
Target sequence (P49798 whole entry, looked up): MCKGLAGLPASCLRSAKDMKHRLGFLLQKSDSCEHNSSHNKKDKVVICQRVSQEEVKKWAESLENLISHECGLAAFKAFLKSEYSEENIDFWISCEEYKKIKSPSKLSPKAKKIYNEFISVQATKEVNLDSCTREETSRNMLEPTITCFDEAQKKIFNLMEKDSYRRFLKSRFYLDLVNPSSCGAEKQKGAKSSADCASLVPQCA
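MLSMR compounds (23 nl, pin-transferred) preincubated 10 min at room temperature with a 500nM (2x) first reagent, then RGS4 at 900nM (2x) plus Transcreener GDP mix added; fluorescence polarization (620/688 nm) read before and after 90 min at 30 °C.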
Numbers without * were called inactive; i = inactive; ? = inconclusive; / = not tested or not shown; [ ] = another dose, or the depositor's remark. Unless noted, the call rests on the fitted dose curve; in most records, active means well fitted curve in the direction sought with a large enough effect; inconclusive means small, poorly fitted or top-dose-only effect, or another doubt; inactive means no such curve, though single readings can be large; an effect the other way counts as inactive or inconclusive. Potency means the concentration at half of the fitted maximal effect.

Each structure is followed by: ALOX12 inh, Pin1 inhibitor, GLS inh, PGK inhibitor, JMJD2A Tudor, ERG Ets-DNA blk, TrxR1 inh, HP1b binding inh, RGS4 inhibitor
O=C(c1cccc(S(=O)(=O)N2CCN(c3ccccc3)CC2)c1)N1CCCC(C(F)(F)F)C1 (stereo not given)
  7.7%, -1.1%, 1.9%, -0.8%, -14.5%, 1.9%, 10.3%, 12.2%, 3.4%
Cc1nc2ccccc2c2c1C(=O)N(C1CCCCCCC1)C2=O
  -22.2%, -0.8%, 18.1%, 4.1%, -19.2%, -8.5%, 8.2%, ?, 20.2%
CCCOc1cc2c(C#N)c(N3CCCC3)nc(N)c2c(N)n1
  -2.8%, ?, 1.9%, -8.2%, -18.7%, 0.2%, 25.5%, 23.1%, -4.2%
O=C(Nc1ccccc1F)Nc1cccc2ccc(O)cc12
  ?, 0.1%, 13.6%, -3.5%, -23.9%, -2.3%, -12.4%[57.1 µM], 6.6%, -12.9%
CCOc1ccc(N=c2scc(-c3ccccc3)n2CCO)cc1
  -8.8%, -2.4%, 37.0%[activator], /, ?, /, -2.5%, ?, -48.6%
CC1(C)Cc2c(sc3c2c(=O)n(Cc2ccccc2)c2nncn32)CO1
  /, -11.4%, 0.7%, -5.2%, -4.8%, -2.8%, -5.0%, 31.5%, -11.2%
Cc1cc(NC(=O)COC(=O)CCC(=O)c2ccc(F)cc2)no1
  0.0%, 0.4%, -7.1%, i, 1.9%, 6.3%, -2.3%[57.1 µM], 16.4%, -6.9%
Cc1cccc(C(=O)NC(=S)NC(C)c2ccccc2)c1 (stereo not given)
  6.31µM*, ?, -2.4%, -4.7%, -35.2%, -14.6%, ?, 19.9%, -19.1%
CC(C)c1ccc(/C=N/n2nnnc2Nc2ccccc2)cc1
  9.1%, 2.1%, -1.2%, -1.7%, 1.9%, -7.3%, 6.3%, 37.4%[activator], 20.0%
Cc1cc(NC(=O)C2CCCCC2)ncc1NC(=O)c1ccccn1
  -3.4%, 14.6%, -0.3%, -1.9%, -4.5%, 4.7%, 13.8%, 42.5%[activator], -22.1%
O=C(c1cc2ccccc2s1)N1CCN(c2ccccn2)CC1
  -2.4%, -6.5%, -17.9%, i, -5.3%, 5.1%, -19.3%, 24.5%, 1.0%
O=C(CSc1nnc(-c2ccncc2)o1)Nc1cc(F)ccc1F
  158.5%[activator], -11.8%, 10.2%, 11.6%, -1.4%, -6.3%, -13.9%, 54.8%[activator], 23.5%
CCOC(=O)c1cnc2c(C)cc(C)cc2c1Nc1cccc(C(=O)O)c1
  ?, 12.5%, 30.3%[activator], 12.2%, -18.0%, 2.2%, -4.6%, 20.4%, -5.9%
Cc1ccc2c(c1)nnn2C1CCN(CC(=O)NCCc2ccccc2)CC1
  10.8%, 4.9%, 7.4%, -1.0%[11.5 µM], -16.7%, /, 8.5%, 9.5%, -14.8%
COc1cc(CC(=O)OCC(=O)Nc2ccc3c(c2)OCO3)cc(OC)c1OC
  2.7%, -12.1%, -0.7%, -4.8%, -7.7%, 22.7%, 24.7%, 40.7%[activator], 1.6%
Cc1ccc(C)c(S(=O)(=O)c2nnn3c2nc(Nc2ccc(C)c(C)c2)c2sccc23)c1
  -16.7%, -3.2%, 3.0%, 3.2%, -12.5%, 2.4%, 27.4%, 30.1%, 4.1%
COc1ccccc1-c1ccc(=O)n(CC(=O)NCC2CCCO2)n1 (stereo not given)
  0.0%, -2.9%, -3.1%, -8.7%, -2.8%, 10.7%, 5.1%, 48.2%, -23.6%
O=S(=O)(c1ccc(Br)cc1)n1ccc2ccccc21
  0.0%, -2.8%, -5.0%, -4.8%, 88.6%[activator], -8.8%, -4.2%, 153.9%[activator], -7.7%
CCN(CC(=O)NCc1ccco1)S(=O)(=O)c1ccc(OC)cc1
  -2.6%, 0.8%, 3.6%, -2.2%, -19.2%, 0.7%, 1.0%, 6.5%, 16.6%
CCc1c(C2(O)CCCCC2)[nH]c2cc(C(F)(F)F)ccc12
  /, 6.8%, 4.3%, -1.5%, -13.8%, -5.2%, 12.9%, 9.8%, -10.7%

Later entries
Each structure is followed by: ALOX12 inh, Pin1 inhibitor, GLS inh, PGK inhibitor, JMJD2A Tudor, ERG Ets-DNA blk, TrxR1 inh, HP1b binding inh, RGS4 inhibitor
CCn1cc(C(=O)NCCc2ccc(OC)cc2)c(=O)c2ccc(C)nc21
  ?, ?, -7.2%, -3.6%, -6.7%, -7.8%, 27.7%, 20.2%, -20.4%
Cc1cc(=O)oc2cc(OCC(=O)Nc3cccc(S(=O)(=O)N(C)C)c3)ccc12
  12.7%, 14.2%, 1.3%, -3.5%, -32.5%, -0.9%, -15.6%, 22.2%, 10.8%
Cc1ccc(NC(=O)COc2ccc(Br)cc2CO)cc1S(=O)(=O)N1CCOCC1
  416.5%[activator], -6.8%, -11.5%, -4.0%, -9.4%, -7.2%, 18.0%, 27.7%, -1.1%
CCCNc1c(NS(=O)(=O)c2cccs2)c(=O)oc2ccccc12
  20.8%, 2.1%, 22.7%, -0.4%, -9.0%, -2.4%, 4.5%, 34.7%, 26.1%
Cn1/c(=N/NC(=O)c2cccc(OC(F)F)c2)sc2ccccc21
  -9.3%, 2.1%, -0.4%, -8.8%, -24.1%, 15.0%, 13.9%, 0.5%, 7.4%
COc1ccc(-c2noc(-c3ccc(N4CCOCC4)c([N+](=O)[O-])c3)n2)cc1OC
  -15.5%, 30.5%[activator], 1.0%, -8.5%, 4.0%, 5.2%, -17.2%, 48.4%[activator], -34.1%
COc1cccc(OC)c1C(=O)NN1CCCCC1
  10.5%, -2.9%, 1.5%, -7.4%, -2.0%, -7.1%, 1.9%, 22.3%, 10.1%
CC(C)C(NC(=O)C1CCCCC1)C(=O)NCCc1ccccc1 (stereo not given)
  -5.6%, 2.1%, -5.5%, -3.3%, -8.6%, 15.2%, 23.1%, 14.0%[57 µM], -16.6%
CCSc1ncnc2c1sc1nc3c(cc12)COC(C)(C)C3
  0.7%, 0.9%, 7.2%, -3.1%, -8.9%, 5.6%, 5.8%, 14.4%, 27.7%
C=CCC1(CC=C)CCCN1C(=O)c1cc(COc2cccc(C(F)(F)F)c2)on1
  /, 4.1%, -0.2%, i, 79.6%[activator], -1.6%, 21.7%, 134.5%[activator], -0.7%
Cc1cccn2c(=O)c(/C=C(\C#N)C(N)=O)c(N3CCN(c4cccc(Cl)c4)CC3)nc12
  0.0%, ?, -0.9%, i, ?, 6.0%, 11.4%, -11.3%, -13.5%
Cc1cc(C)c(OCC(=O)Nc2ccc(S(=O)(=O)N3CCCC3)cc2)c(C)c1
  ?, 29.0%, -6.5%, -3.4%, -13.8%, 2.6%, 52.8%[57.1 µM], 29.8%, -36.4%
CCOC(=O)C1=C(CC)Nc2ccccc2N=C1NC(=O)CCN1C(=O)C2CCCCC2C1=O (stereo not given)
  4.1%, 2.8%, -6.6%, i, -5.1%, -0.9%, 13.2%[57.1 µM], 26.9%, -17.4%
CN1CCN(c2ccc([N+](=O)[O-])c(-n3nc(-c4ccccc4)c4ccccc4c3=O)c2)CC1
  ?, 3.6%, -3.9%, -10.0%, 39.8µM*, 4.9%, -0.3%[57.1 µM], -46.6%, -7.1%
CCOC(=O)Cc1csc(NC(=O)CN2C(=O)c3ccccc3C2=O)n1
  0.0%, -2.2%, -0.7%, 2.7%, -2.8%, 12.1%, -3.3%[57.1 µM], 31.1%, -12.0%
CC1CCN(c2ccc(NC(=O)Cn3c(=O)oc4ccccc43)cc2)CC1
  21.0%, 9.3%, 21.8%, -5.4%, -29.5%, 12.5%, 16.3%[57.1 µM], -9.9%, -16.8%[56.9 µM]
COc1ccc(S(=O)(=O)NCCc2ccccc2)c2cccnc12
  13.8%, -12.0%, -1.5%, /, -4.0%, -13.7%, 15.2%, 38.4%, 11.0%
CN(C)S(=O)(=O)Nc1cccc(NC(=O)CC23CC4CC(CC(C4)C2)C3)c1
  65.6%[activator], -2.0%, -27.1%, -7.4%, -0.7%, -7.7%, 7.5%, 23.3%[57 µM], -11.0%
CCCC(=O)N1CCCC(c2nc(-c3cccs3)no2)C1 (stereo not given)
  41.8%[activator], -5.1%, 27.9%, i, -16.8%[11.4 µM], 6.9%, -2.3%, -13.7%, -11.9%[11.4 µM]
CN(Cc1ccc(C(F)(F)F)cc1)C(=O)C1CCC(=O)N(C2CC2)C1 (stereo not given)
  -47.9%, -5.9%, 18.5%, 9.7%, -5.1%, -5.4%, 5.4%, 17.9%, 35.8%

Three entries from above, sorted by molar mass, low to high.
Each structure is followed by: ALOX12 inh, Pin1 inhibitor, GLS inh, PGK inhibitor, JMJD2A Tudor, ERG Ets-DNA blk, TrxR1 inh, HP1b binding inh, RGS4 inhibitor
CCSc1ncnc2c1sc1nc3c(cc12)COC(C)(C)C3
  0.7%, 0.9%, 7.2%, -3.1%, -8.9%, 5.6%, 5.8%, 14.4%, 27.7%
CCOC(=O)Cc1csc(NC(=O)CN2C(=O)c3ccccc3C2=O)n1
  0.0%, -2.2%, -0.7%, 2.7%, -2.8%, 12.1%, -3.3%[57.1 µM], 31.1%, -12.0%
CN(C)S(=O)(=O)Nc1cccc(NC(=O)CC23CC4CC(CC(C4)C2)C3)c1
  65.6%[activator], -2.0%, -27.1%, -7.4%, -0.7%, -7.7%, 7.5%, 23.3%[57 µM], -11.0%

Screens: PubChem, National Center for Advancing Translational Sciences (NCATS)

A portion of the library; the hit share may differ from the screen's.
